Source: PubChem BioAssay (Southern Research Specialized Biocontainment Screening Center)
tuberculosis growth – growth inhibition of non-replicating M. tuberculosis (AID 488890); one-dose inhibition, % at 25 µM; IC50 in µM for titrated hits; 320,000 tested, 0.39% active; Mycobacterium tuberculosis non-replicating, growth inhibition; higher % means a stronger effect; in the data active = a potency from the dose series; inconclusive = inhibition mostly from about 82% at the one dose, without a potency; inactive = the rest, 99 in 100 with inhibition below about 76%;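 also: plate controls were DMSO cells for no effect and high antibiotic wells for full effect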
VEEV TC-83 Vero – inhibitors of VEEV TC-83 cytopathic effect, confirmation, Vero cells (AID 588727); Vero cells, VEEV TC-83 cytopathic effect inhibition; higher % means a stronger effect; inhibition, % at 20 µM, or IC50 in µM where a hit was titrated; 350,000 tested, 0.13% active; in the data active = a potency from the dose series; inconclusive = inhibition mostly from about 14% at the one dose, without a potency; inactive = the rest, 99 in 100 with inhibition below about 12%; also: strong numbers were not always called active
H37Rv inhibition – M. tuberculosis growth inhibition, HTS (AID 449762) | inhibition, % at 25 µM; hits with a dose series show IC50 in µM | M. tuberculosis H37Rv growth inhibition, 7H9 media; higher % means a stronger effect | 330,000 tested, 0.59% active; in the data active = a potency from the dose series; inconclusive = inhibition above about 70% without an active follow-up result;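 also: bacterial growth assessed after seven days of incubation; strong numbers were not always called active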
influenza NS1A – H1N1 influenza NS1A inhibitors, functional cell based assay (AID 504329) | one-dose inhibition, % at 12.5 µM; IC50 in µM for titrated hits | NS1A functional cell-based assay, percent inhibition; higher % means a stronger effect | 340,000 tested, 0.3% active; in the data active = a potency from the dose series; inconclusive = inhibition above about 27% without an active follow-up result; also: strong numbers were not always called active
Salmonella PhoP GFP – PhoP regulon inhibitors, Salmonella typhi PhoP promoter GFP reporter, confirmatory (AID 1850) | Salmonella Typhi PhoP-promoter GFP reporter, fluorescence, 4 h; higher % means a stronger effect | inhibition, % at 50 µM; hits with a dose series show IC50 in µM | 310,000 tested, 0.33% active; in the data active = a potency from the dose series; inconclusive = inhibition mostly from about 25% at the one dose, without a potency; inactive = the rest, 99 in 100 with inhibition below about 19%;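 also: 0% = induced wells with vehicle and 100% = uninduced wells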
VEEV TC-83 Vero 10K pilot screen – recorded beside VEEV TC-83 Vero, whose call it bears; inhibition, %; measured here: 10K pilot screen inhibition
The depositor's hits bear a star; i = inactive; ? = inconclusive; nt = not tested or not shown. Random draw from the library; any-hit rate near 1.5%.

SMILES	tuberculosis growth	VEEV TC-83 Vero	H37Rv inhibition	influenza NS1A	Salmonella PhoP GFP	others
C=CCn1c(SCC(=O)NCC2CCCO2)nc2sc(C)c(C)c2c1=O (stereo unspecified)	13%	6.9%	3%	-2%	-1%
CN(CC(=O)Nc1ccc(C#N)cc1)CC(=O)Nc1ccc(N2CCOCC2)cc1	-7%	0.6%	-7%	-4%	-5%
CCN(CC)c1ccc(/C=C2/C(=O)c3ccc(C(=O)O)cc3C2=O)cc1	-3%	3.6%	1%	22%	7%
NC(=O)c1ccccc1Nc1nc(NCCO)nc(N2CCCC2)n1	-8%	0.3%	-3%	-1%	1%	VEEV TC-83 Vero 10K pilot screen=0.9
COCC(=O)Nc1ccccc1C#N	1%	0.5%	?	5%	0%
CCN(CC)C(=O)CSc1nnc([C@@H](N)Cc2ccccc2)o1	-7%	i	-12%	-14%	-4%
O=C(Nc1ccc(F)c(F)c1)c1cc(S(=O)(=O)N2CCN(c3ccccn3)CC2)ccc1F	-1%	i	1%	-15%	-4%
CN1CCN(C2Cc3ccccc3Sc3cc(C(F)(F)F)ccc32)CC1 (stereo unspecified)	i	i	13µM*	nt	2%
COc1ccc2cc(-c3[nH]ncc3CNCCn3nc(C)cc3C)ccc2c1	33%	i	1%	2%	12%
CCCCCCCCCCCC(=O)c1c(O)cccc1O	-24%	7.8%	-11%	-2%	8%
O=C(NCc1cccnc1)C(=O)NC1CCCCC1	-33%	0.8%	2%	-6%	-4%
Cc1c(C(=O)O)oc2c1C(O)CCC2 (stereo unspecified)	-5%	i	-1%	-5%	-3%
O=C(N/N=C/c1sc(N2CCOCC2)nc1-c1ccccc1)c1ccccc1Cl	-10%	6.5%	-8%	0%	-3%
Cc1ccc(C2CC(C(F)(F)F)n3nc(C(=O)NCc4ccco4)cc3N2)cc1 (stereo unspecified)	19%	i	?	8%	2%
N/C(=N\OC(=O)c1ccc(Cl)cc1)c1ccn[nH]1	-4%	10%	-5%	12%	-7%
CC(=O)c1ccc(N2CCN(CC(O)c3ccccc3)CC2)cc1 (stereo unspecified)	1%	1.0%	-2%	9%	9%
O=C(Cn1c(=O)oc2cc(S(=O)(=O)N3CCCCCC3)ccc21)NC1CCCCCCC1	-14%	0.8%	-6%	2%	-18%
COc1ccc(NC(=O)CCS(=O)(=O)c2ccccc2Cl)cc1S(=O)(=O)Nc1ccc(Cl)cc1	36%	2.9%	1%	-4%	16%
CCOc1ccc(NC(=O)CN(C)C(=O)c2cc(S(=O)(=O)N(C)C)ccc2N2CCCC2)cc1OCC	12%	1.1%	1%	-6%	0%
CCCCCN(C(=O)CCC(=O)OCC(=O)c1ccc(F)c(F)c1)c1c(N)n(CCCC)c(=O)[nH]c1=O	-7%	0.8%	-3%	-3%	11%
COc1ccc(CNCC(O)(c2ccccc2)c2ccc(F)cc2)cc1 (stereo unspecified)	19%	i	6%	-7%	4%
Cc1cccc(CSc2nnc(C)c(=O)n2N)c1	8%	i	34%	14%	-14%
Cc1nn(CC(=O)Nc2cccc(C(F)(F)F)c2)c(=O)c2cccn12	12%	i	3%	5%	0%
Cc1ccc(-c2[nH]c(=S)[nH]c(=O)c2C#N)cc1	7%	i	0%	3%	2%
O=C(NCCc1ccccc1)C1CCN(S(=O)(=O)N2CCC3(CC2)OCCO3)CC1	-2%	0.3%	1%	-1%	-23%
CC1CCC(NC(=O)Cn2c(=O)oc3ccccc32)CC1 (stereo unspecified)	3%	1.6%	-14%	-4%	-11%
O=C(N/N=C/c1ccc(Br)o1)c1cccnc1	9%	0.3%	-6%	-1%	0%
O=C1CSC(c2ccccn2)N1Cc1cn2ccccc2n1 (stereo unspecified)	-8%	0.5%	-3%	-20%	5%
COC(=O)C1C(O)=C(C=NC2CCCCC2)C(=O)CC1(C)C (stereo unspecified)	-1%	0.9%	4%	1%	3%
CCCCCC(CC(=O)NO)C(=O)NC(C(=O)N1CCCC1CO)C(C)C (stereo unspecified)	62%	0.3%	?	-1%	15µM*
Cc1ccc(-c2ccc(C)c(N)c2C)c(C)c1N	2%	i	1%	7%	7%
CCN(CC)C(=O)c1ccc(-c2nnc(Nc3cccc(O)c3)c3ccccc23)cc1	27%	6.8%	-1%	-3%	2%
COC(C[C@H](O)C[C@H](O)[C@H](C)OCc1ccccc1)OC	2%	0.2%	-16%	6%	nt
O=c1cc(-c2ccc(O)cc2)oc2cc(O)cc(O)c12	20%	6.8%	23%	-2%	1%
Cc1cc(NC(=O)CSc2nc3ccsc3c(=O)n2NC(=O)c2ccccc2)no1	24%	2.2%	-5%	-3%	-10%
CCc1ccc(C(=O)COC(=O)c2ccc(Cl)nc2)cc1	i	0.8%	?	nt	-3%
O=C(NCCCN1CCOCC1)c1ccc(Cl)c([N+](=O)[O-])c1	-2%	0.3%	-3%	nt	2%
COC1C(O)C(C)OC(OC2C(Oc3cccc4c(O)c5c(=O)oc6ccc(C)c7c(=O)oc(c34)c5c67)OC(C)C(O)C2O)C1O (stereo unspecified)	nt	i	nt	5%	nt
CCN(CC)C(=O)C1CCN(Cc2ccc(OCc3ccccc3)cc2)CC1	22%	i	4%	0%	-7%
O=C(/C=C/c1ccc(F)cc1)Nc1ccc(S(=O)(=O)N2CCOCC2)cc1	-3%	1.4%	-5%	15%	-2%
Cc1ccc(SC(C)c2nc(-c3ccncc3)no2)cc1 (stereo unspecified)	33%	i	5%	-3%	3%
CN(C(=O)CC1C(=O)NCCN1Cc1ccccc1F)C1CCOCC1 (stereo unspecified)	1%	0.4%	5%	2%	6%
NC(=O)c1nsc(C(=O)N(c2cccc(O)c2)C(C(=O)NC2CCCC2)c2ccc(Cl)cc2)c1N (stereo unspecified)	52%	5.6%	16%	-7%	0%
CCOC(=O)c1[nH]c(COC(=O)CCOc2ccccc2OC)c(C(=O)OCC)c1C	-3%	0.3%	0%	-6%	1%
CCOC(=O)C1CCCN(CC(=O)c2c[nH]c3ccc(C)cc23)C1 (stereo unspecified)	8%	nt	-12%	nt	6%
CCOC(=O)C1=C(C)NC(=O)NC1c1ccc(N2CCC(c3ccccc3)=N2)cc1 (stereo unspecified)	27%	0.6%	0%	-6%	-1%
CC1(C)Cc2ccccc2-c2c1c(=O)n(Cc1ccccc1)c1nnnn21	5%	0.7%	-3%	2%	-1%
COc1ccccc1N1CCN(c2cc(=O)n(-c3ccccc3Cl)c(=O)[nH]2)CC1	0%	i	-6%	0%	0%
CS(=O)(=O)N(Cc1ccc(C(=O)NN=C2CCCCCC2)cc1)c1ccccc1	-6%	0.9%	0%	11%	0%
CN(C)c1nnnn1-c1ccc(OC(F)(F)F)cc1	23%	i	7%	1%	-1%
CCC(=O)c1ccc(OCC(=O)Nc2ccc(S(=O)(=O)Nc3cc(C)nc(C)n3)cc2)cc1	45%	2.0%	8%	-12%	nt
CCOc1ccc(OCC(=O)N2CCOCC2)cc1	3%	0.3%	7%	-9%	0%
O=C(Nc1ccccc1)Nc1ccccc1	nt	0.9%	nt	9%	nt
COc1ccc(Cc2nnc(NC(=O)c3c(-c4ccccc4)noc3C)s2)cc1	4%	8.4%	20%	-19%	1%
Cc1ccnc(SCCn2c(N3CC(C)CC(C)C3)nc3c2c(=O)n(C)c(=O)n3C)n1 (stereo unspecified)	4%	i	-6%	-17%	8%
COc1ccc(CN(C)C(=O)C2CCN(S(=O)(=O)c3cccs3)CC2)cc1F	10%	5.6%	3%	-6%	nt
CCC(CC)c1nc(NCCC(=O)O)c2ccccc2n1	-3%	1.0%	3%	-12%	0%
CC1=CC(C)(C)N(S(=O)(=O)c2ccc(C)cc2)c2cc(C)ccc21	32%	0.8%	-1%	-2%	-4%
Cc1cccc(C2c3[nH]c4ccccc4c3CCN2C(=O)c2cc(C(C)C)nc(N)n2)n1 (stereo unspecified)	23%	4.2%	7%	-3%	2%
ON=C1c2ccccc2-c2ccc(F)cc21	nt	4.1%	nt	-13%	nt

Continuation.
SMILES	tuberculosis growth	VEEV TC-83 Vero	H37Rv inhibition	influenza NS1A	Salmonella PhoP GFP	others
C[C@H](CCC(=O)O)[C@H]1CC[C@H]2[C@@H]3CC[C@@H]4C[C@H](O)CC[C@]4(C)[C@H]3CC[C@]12C	-13%	2.7%	-5%	-3%	13%
CC1CCCCN1CCNC(=O)C1CCN(S(=O)(=O)N2CCCCC2)CC1 (stereo unspecified)	4%	i	-8%	3%	-12%
Cn1cnc(S(=O)(=O)Nc2cc(-c3ccc(Cl)cc3)nn2C)c1	17%	0.8%	-10%	nt	0%
CC(C)(C)C(=O)CSc1nccc(=O)[nH]1	-3%	i	-2%	-10%	-8%
CCOc1ccc(S(=O)(=O)Nc2ccc(C(=O)N/N=C/c3c(C)nn(-c4ccccc4)c3N3CCCC3)cc2)cc1	17%	2.2%	3%	-6%	-2%
NNc1nnc2c3cc(F)ccc3n(Cc3ccccc3)c2n1	-31%	3.1%	-10%	-14%	-5%
COc1ccc(S(=O)(=O)Nc2cccc3c2O[C@H](CN(C)C(=O)NC(C)C)[C@@H](C)CN([C@H](C)CO)C3=O)cc1	6%	i	-11%	-1%	nt
COC(=O)c1ccc(NC(=O)C(=O)N2CCN(C(=S)Nc3ccc(C)cc3)CC2)cc1	73%	1.7%	1%	-10%	-4%
CC(C)Cc1nnc(NS(=O)(=O)c2ccc([N+](=O)[O-])cc2)s1	49%	i	12%	0%	3%
CCC(CC)NC(=O)CN1CCN(S(=O)(=O)c2cccs2)CC1	nt	4.9%	nt	-15%	nt
O=C(COC(=O)c1cccc(Cl)c1)Nc1cc(Cl)ccc1Oc1ccccc1	55%	0.2%	9%	2%	2%
CCOc1cc(C=C(C#N)C#N)ccc1Oc1ccc([N+](=O)[O-])cn1	41%	2.5%	2%	-4%	-9%
CCc1ccc(/C=C2/SC(=S)N(CC(=O)Nc3nc4ccccc4s3)C2=O)cc1	23%	i	5%	2%	2%
CC(C)OC(=O)CCC1(C(=O)O)CCC(=O)NC1 (stereo unspecified)	-27%	i	-1%	-6%	5%
O=[N+]([O-])c1cccc(NN=Nc2ccccc2)c1	16%	4.7%	?	4%	-3%
Cc1ccc(C)c(NC(=O)CSc2ccc(S(=O)(=O)N3CCCC3)cn2)c1	1%	i	0%	-3%	nt
CCOCCCNC(=S)NCCNc1nc2c(C)cccc2cc1C#N	18%	i	-1%	7%	-16%
CCCc1nccn1S(=O)(=O)c1cc(OC)ccc1OC	3%	4.6%	-1%	-1%	-5%
Cn1c(CNC(=O)c2ccco2)nnc1SCC(=O)Nc1ccc(Cl)cc1	8%	2.4%	13%	-3%	4%
O=C(Nc1cc2c3c(c1)CC(=O)N3CCC2)c1ccc(F)cc1	4%	5.9%	29%	-1%	5%

The final 3 records of the section above open the next one.
SMILES	tuberculosis growth	VEEV TC-83 Vero	H37Rv inhibition	influenza NS1A	Salmonella PhoP GFP	others
CCCc1nccn1S(=O)(=O)c1cc(OC)ccc1OC	3%	4.6%	-1%	-1%	-5%
Cn1c(CNC(=O)c2ccco2)nnc1SCC(=O)Nc1ccc(Cl)cc1	8%	2.4%	13%	-3%	4%
O=C(Nc1cc2c3c(c1)CC(=O)N3CCC2)c1ccc(F)cc1	4%	5.9%	29%	-1%	5%
COc1ccc(-c2csc(-n3cccn3)n2)cc1	29%	i	15%	16%	2%
Cc1cccc(N(C)S(=O)(=O)c2ccc3c(c2)CCC(=O)N3)c1	-1%	5.8%	-2%	-5%	0%	VEEV TC-83 Vero 10K pilot screen=0.0
Cc1cc(C)c2c(C)c(C(=O)NCc3ccncc3)oc2c1	18%	i	0%	-2%	7%
O=[N+]([O-])c1ccc(N2CCN(S(=O)(=O)c3ccc(Cl)cc3)CC2)cc1NCc1cccnc1	15%	2.9%	9%	23%	8%
COc1ccc(-n2ncc3c(N4CCC(C(N)=O)CC4)ncnc32)cc1	21%	i	3%	4%	4%
O=C(CNCC1CCCO1)Nc1ccc(N2CCCCCC2)cc1 (stereo unspecified)	43%	3.3%	-7%	15%	-8%

In the list so far, 4 have a thiophene ring, fused or not.
SMILES	tuberculosis growth	VEEV TC-83 Vero	H37Rv inhibition	influenza NS1A	Salmonella PhoP GFP	others
C=CCn1c(SCC(=O)NCC2CCCO2)nc2sc(C)c(C)c2c1=O (stereo unspecified)	13%	6.9%	3%	-2%	-1%
Cc1cc(NC(=O)CSc2nc3ccsc3c(=O)n2NC(=O)c2ccccc2)no1	24%	2.2%	-5%	-3%	-10%
COc1ccc(CN(C)C(=O)C2CCN(S(=O)(=O)c3cccs3)CC2)cc1F	10%	5.6%	3%	-6%	nt
CCC(CC)NC(=O)CN1CCN(S(=O)(=O)c2cccs2)CC1	nt	4.9%	nt	-15%	nt
